Bioassay records deposited in PubChem BioAssay by several laboratories.
Pemphigus Ab inh: human desmoglein-3 autoantibody binding inhibition; P32926; DSG3-coupled beads, scFv-anti-DSG3-GFP binding, flow cytometry; active compounds read low; binding (percent of control), % at 10 µM; 0.48% of 310,000 active; AID 588358;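 active = binding more than 3 SD below its plate's average and above zero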;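 also: hits lower antibody fragment binding to DSG3; some compounds called inactive have numbers as strong as hits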
PKA-R1A activ: PKA-R1A complex activation | AID 504707 | PKA-R1A dissociation, Cy5-IP20 fluorescence polarization; scaled: DMSO 0%, 113 µM cGMP 100% | 0.083% of 340,000 active | P00514+P68181 | activation, % at 11.4 µM;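 active = percent activation above the mean of all tested compounds plus 3 SD, cut at about 19% in these data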;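 also: higher means more PKAc released from R1A so a rise in polarization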
Arrestin-AP2 inh: inhibitors of human beta-arrestin and AP2 interaction; FITC-arrestin peptide / GST-AP2 beads, flow cytometry; AP2 beta2 appendage carries R879A mutation; inhibition, % at 10 µM; 0.31% of 340,000 active;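 active = inhibition above a set limit, near 3 SD of compounds lacking own fluorescence, cut at about 54% in these data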;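 also: plate controls were DMSO wells for no effect and 5 µM unlabelled arrestin peptide for full effect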
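Test system: GST-tagged AP2 beta2-adaptin appendage (R879A) on 4 µm glutathione beads; also added: fluorescein-tagged arrestin peptide at 50 nM final; timing: 12 min plus 1 h, RT; signal: flow cytometry, FL1 (488/535 nm); read-out: percent drop in bead-associated FITC signal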
MOR-DOR inv ag: inverse agonists of human mu-delta opioid receptor heterodimerization | 0.21% of 340,000 active | AID 504357 | cell-based MOR-DOR heterodimer luminescence, inverse agonism | inhibition, % at 9.3 µM; in the data active = inhibition above about 22%, passing the limit was not always enough;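 also: 0% = cells with DMSO and 100% = wells without cells with DMSO; values of inactives mirror those of a sister screen read the other way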
Target sequence (P35372 whole entry, looked up): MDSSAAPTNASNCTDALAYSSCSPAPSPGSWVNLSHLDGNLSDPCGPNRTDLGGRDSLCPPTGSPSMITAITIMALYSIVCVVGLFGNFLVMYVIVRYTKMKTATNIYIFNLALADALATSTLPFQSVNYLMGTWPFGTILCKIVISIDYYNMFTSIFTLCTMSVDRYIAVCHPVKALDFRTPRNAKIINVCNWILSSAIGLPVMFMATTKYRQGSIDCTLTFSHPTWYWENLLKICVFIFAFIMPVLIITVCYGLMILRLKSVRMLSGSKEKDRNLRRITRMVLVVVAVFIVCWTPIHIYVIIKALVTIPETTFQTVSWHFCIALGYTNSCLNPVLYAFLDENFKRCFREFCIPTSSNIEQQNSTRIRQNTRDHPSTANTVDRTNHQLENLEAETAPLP
Target sequence (P41143 whole entry, looked up): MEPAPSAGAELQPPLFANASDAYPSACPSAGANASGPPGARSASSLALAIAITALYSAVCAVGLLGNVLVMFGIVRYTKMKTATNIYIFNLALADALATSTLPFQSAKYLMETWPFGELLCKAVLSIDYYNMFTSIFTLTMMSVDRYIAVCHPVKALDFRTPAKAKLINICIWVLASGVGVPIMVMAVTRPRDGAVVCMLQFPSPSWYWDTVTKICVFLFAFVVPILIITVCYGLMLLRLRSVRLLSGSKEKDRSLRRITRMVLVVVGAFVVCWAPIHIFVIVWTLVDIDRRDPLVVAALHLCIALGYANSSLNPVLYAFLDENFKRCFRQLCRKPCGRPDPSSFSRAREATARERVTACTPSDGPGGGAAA
AddAB inh: less growth of phage-infected E. coli with AddAB | inhibition, % at 11.9 µM | AID 435030 | 0.29% of 330,000 active | E. coli expressing H. pylori AddAB, absorbance growth; in the data active = inhibition above about 12%;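 also: 0% = vehicle wells of infected cells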
E coli growth: reduces bacterial viability in AddAB counter-screen; E. coli V3065 growth, OD600 absorbance, 18 h; inhibition, % at 11.9 µM; 0.27% of 330,000 active; AID 449728;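 active = inhibition above the campaign's mean inhibition across all tested compounds plus 3 SD, cut at about 9.9% in these data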;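 also: uninfected addAB+ strain grown without phage in ampicillin broth; 0% = DMSO wells and 100% = ciprofloxacin 0.95 µg/ml wells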
phage Ecoli inh: E. coli growth loss with phage present | growth absorbance | inhibition, % at 11.9 µM | 0.26% of 360,000 active | AID 651602; in the data active = inhibition above about 11%
SUMO Mot1 rescue: SUMOylation pathway inhibition by Mot1-301 growth rescue | S. cerevisiae Mot1-301 growth rescue, ATP luminescence, 38.5C; percent above DMSO median, 100 means doubled | growth rescue, % at 18.8 µM | 1% of 320,000 active;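 active = every valid replicate shows activation above 250% relative to neutral control wells; inactive = the rest, any valid replicate at or below 250%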;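 also: OY570 slx delta 5 strain wells were the positive control but not used for scaling; some compounds called inactive have numbers as strong as hits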
Tat export inh: inhibitors of E. coli Tat protein transport; 0.036% of 340,000 active; inhibition, % at 10 µM; E. coli MC4100 TorA-mCherry Tat export, fluorescence;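 active = mean replicate inhibition at least 50% and at least half of replicates individually reaching 50%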;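 also: exported cargo escapes ClpAP degradation while cytoplasmic cargo is degraded and loses fluorescence; 0% = median of neutral control wells and 100% = median of NaSCN control wells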
PfHsp90 set2: growth inhibition of yeast expressing Plasmodium Hsp90 | inhibition, % at 9.4 µM | AID 504621 | 0.32% of 310,000 active | S. cerevisiae expressing PfHsp90, BacTiter-Glo ATP, 48 h; yeast lacking PDR1 and PDR3 efflux regulators;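 active = every replicate shows inhibition above about 80%, whatever the replicate mean, limit read from the data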;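 also: 0% = DMSO neutral controls and 100% = 20 µM radicicol positive controls; yeast relying on Plasmodium falciparum Hsp90 in place of its own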
OPRM1-OPRD1 ag: agonists of human mu-delta opioid receptor heterodimerization; P35372+P41143; cells, OPRM1-OPRD1 heterodimerization, luminescence; activation, % at 9.3 µM; 0.3% of 340,000 active; in the data active = activation above about 18%;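 also: 0% = vehicle-treated cells and 100% = reference agonist; values of inactives mirror those of a sister screen read the other way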
An asterisk follows results filed as active; . = no result given.

# | mol | Pemphigus Ab inh | PKA-R1A activ | Arrestin-AP2 inh | MOR-DOR inv ag | AddAB inh | E coli growth
1 | CCn1cc(C(=O)NCCc2ccc(OC)c(OC)c2)c(=O)c2cc(S(=O)(=O)N3CCOCC3)ccc21 | 113 | -13 | 1 | -3 | 0.2 | -4.0
2 | O=C(COc1ccc(Br)cc1)Nc1ccc(C(=O)Nc2ccccc2C(=O)O)cc1 | . | -7 | -9 | 3 | 0.9 | 2.6
3 | CC(NC(=O)c1ccc(CS(=O)(=O)Cc2ccccc2F)o1)c1ccc2c(c1)OCCO2 (centres undefined) | 103 | -11 | 5 | -4 | 0.1 | 2.7
4 | COc1cccc(CN(C)C(=O)c2ccc(NS(=O)(=O)c3ccc4[nH]c(=O)[nH]c4c3)cc2)c1OC | 107 | -16 | -1 | 6 | -2.0 | -1.5
5 | CCOC(=O)c1snc2c(=O)[nH]cnc12 | 98 | -5 | 9 | 16 | 1.9 | -0.2
6 | Cc1ccn2c(CNC(C)CCn3cccn3)c(C(=O)N3CCCCCC3)nc2c1 (centres undefined) | 102 | -16 | -19 | 14 | 0.0 | 1.0
7 | CCN(CC)S(=O)(=O)c1cccc(C(=O)NCCCN2CCOCC2)c1 | 88 | 3 | -4 | 1 | 2.5 | -0.3
8 | CCN(C[C@H]1N[C@@](CC)(C(=O)OC)[C@H]2C(=O)N(C)C(=O)[C@@H]12)C(=O)c1ccc(C(C)(C)C)cc1 | 104 | 1 | -15 | 5 | 0.0 | -0.7
9 | CC(=O)Nc1nn(C)c2nc3ccc(C)cc3cc12 | 92 | -1 | 9 | 7 | 0.6 | -2.0
10 | COc1cc(OC)cc(C(=O)NC(C(=O)OCn2nnc3ccccc3c2=O)C(C)C)c1 (centres undefined) | . | -11 | 1 | 16 | -1.1 | -0.7
11 | COc1ccccc1NS(=O)(=O)c1cc(NC(=O)c2ccco2)ccc1N1CCOCC1 | 128 | -13 | 0 | 9 | 0.9 | -0.8
12 | CCc1nnc(NC(=O)c2nc(S(=O)(=O)Cc3ccc(C)cc3)ncc2Cl)s1 | 119 | -7 | -2 | -49 | 4.7 | -0.7

# | phage Ecoli inh | SUMO Mot1 rescue | Tat export inh | PfHsp90 set2 | OPRM1-OPRD1 ag
1 | 1.4 | 4 | -11 | -8 | 0.7
2 | 0.7 | -8 | 1 | . | -0.6
3 | 1.0 | -10 | 4 | -10 | 0.8
4 | -1.9 | -2 | -6 | 6 | -1.2
5 | 2.2 | -10 | -4 | . | -3.2
6 | 4.1 | -4 | -9 | 6 | -2.6
7 | 0.0 | -5 | -2 | 2 | -0.2
8 | 2.3 | . | 2 | -7 | -1.1
9 | 1.1 | 479* | -7 | -15 | -1.6
10 | 1.3 | . | 6 | 0 | -3.8
11 | -1.4 | -14 | -3 | . | -1.7
12 | 1.6 | . | -3 | 7 | 9.7

(more compounds)
# | mol | Pemphigus Ab inh | PKA-R1A activ | Arrestin-AP2 inh | MOR-DOR inv ag | AddAB inh | E coli growth
13 | O=C(CCCN1C(=O)/C(=C/c2cccs2)SC1=S)NNC(=O)c1ccccc1O | 95 | -15 | 34 | 17 | 3.7 | 2.4
14 | CCOC(=O)N1CCN(C(=O)COC(=O)c2ccc(Cl)nc2)CC1 | 101 | -2 | -1 | 13 | -1.9 | -0.8
15 | CCOC(=O)C1=C(C)N(C)C(C)=C(C(=O)OCC)C1c1ccc(Cl)cc1 | 96 | 5 | -2 | -44 | 2.5 | -1.9
16 | CCn1ncc(Br)c1C(=O)Nc1ccn(C23CC4CC(CC(C4)C2)C3)n1 | 103 | -18 | -4 | 2 | -0.1 | -1.7
17 | CCC(C)c1ccccc1OCCCN(C)Cc1ccccc1 (centres undefined) | 101 | 5 | 17 | -43 | -1.2 | 0.1
18 | COc1ccc(OC)c(/C=N/NC(=O)c2[nH]nc3c2CCc2ccccc2-3)c1 | 87 | -5 | -1 | -12 | 2.3 | -1.2
19 | O=C(CCCc1ccccn1)c1ccc(-c2ccccc2)cc1 | 87 | 0 | 14 | -10 | . | .
20 | Cc1ccc(S(=O)(=O)N2CCCC2)cc1S(=O)(=O)N1CCCC1 | . | 0 | 3 | 11 | -0.3 | -2.6
21 | C[C@@H]1CN([C@@H](C)CO)C(=O)c2cccc(NS(C)(=O)=O)c2O[C@H]1CN(C)Cc1ccc(Oc2ccccc2)cc1 | 95 | -9 | -2 | 9 | 1.1 | 1.7
22 | CC(=O)NC1CC2CCCC(C1)N2CC(=O)N1CCCc2ccccc21 (centres undefined) | 105 | -8 | 21 | 11 | 0.9 | 1.2
23 | CN(C(=O)CSc1ncccn1)C1CCS(=O)(=O)C1 (centres undefined) | 105 | -6 | 13 | 17 | 3.4 | 0.7
24 | CN1CCC(Oc2ccccc2Sc2ccccc2)CC1 | 105 | -9 | 12 | -27 | 0.4 | -0.4

# | phage Ecoli inh | SUMO Mot1 rescue | Tat export inh | PfHsp90 set2 | OPRM1-OPRD1 ag
13 | 1.2 | 11 | -5 | 10 | -3.7
14 | 1.0 | -11 | -6 | 5 | -2.7
15 | 4.1 | -30 | -2 | -42 | 6.7
16 | 0.5 | 8 | 12 | -6 | -0.5
17 | 1.8 | 25 | 22 | 3 | 9.3
18 | 1.9 | 19 | -1 | -16 | 1.9
19 | 1.8 | . | 8 | . | 1.8
20 | -0.5 | 0 | -7 | 13 | -1.8
21 | -1.0 | -14 | -1 | -5 | -1.6
22 | 3.5 | -15 | -2 | . | -1.8
23 | 0.7 | 136 | 0 | -8 | -3.1
24 | 2.7 | 74 | 14 | -2 | 4.0

(more compounds)
# | mol | Pemphigus Ab inh | PKA-R1A activ | Arrestin-AP2 inh | MOR-DOR inv ag | AddAB inh | E coli growth
25 | CCCN(CC(=O)Nc1ccccc1C)C(=O)C1CC(=O)N(c2ccc(CC)cc2)C1 (centres undefined) | 102 | 13 | 34 | 2 | -1.1 | 0.7
26 | CC(OC(=O)c1ccc(Cl)nc1)C(=O)Nc1ccc(S(=O)(=O)N2CCCC2)cc1 (centres undefined) | 118 | 5 | -1 | 12 | 0.0 | 0.6
27 | C=CCN1C(=O)/C(=c2\sc3nc(=O)c(Cc4ccccc4)nn3c2=O)c2ccccc21 | 110 | . | -1 | . | 0.9 | -1.5
28 | COC(=O)Nc1ccc(SCC(=O)c2ccc(Cl)cc2)cc1 | . | -8 | 1 | -22 | 4.8 | 2.3
29 | CCOc1ccc2nc(SCC(=O)N(CC(C)C)c3c(N)n(Cc4ccccc4)c(=O)[nH]c3=O)[nH]c2c1 | 118 | 1 | -13 | 4 | -0.5 | -1.0
30 | CCOc1ccccc1NC(=O)Cn1c(=O)c2ccccc2n(CC)c1=O | 97 | 10 | 5 | -6 | -0.7 | -0.3
31 | COc1cc(NC(=O)CCCn2c(=S)[nH]c3ccccc3c2=O)cc(OC)c1OC | 116 | -3 | -9 | 11 | 4.3 | 1.7
32 | NC(=O)c1ccsc1NC(=O)c1ccco1 | 102 | -4 | 0 | -1 | 7.0 | 3.3
33 | Cc1c(Cl)c([N+](=O)[O-])nn1CCCC(=O)O | 103 | -1 | -1 | 13 | 2.7 | 2.6
34 | O=C(/C=C/c1ccc(Cl)cc1)NCCSc1ccccc1 | 105 | 7 | 12 | -15 | 1.5 | 0.1
35 | O=C(NCc1ccc(F)cc1)c1cnc(Cl)c(Cl)c1 | 98 | 2 | -3 | -12 | 3.7 | -1.5
36 | C/C(=N\Nc1ccc(C(=O)O)cc1)c1ccc(Br)cc1 | 101 | -2 | -9 | 16 | -1.7 | -2.1

# | phage Ecoli inh | SUMO Mot1 rescue | Tat export inh | PfHsp90 set2 | OPRM1-OPRD1 ag
25 | 0.8 | -5 | 1 | -1 | -0.5
26 | 0.5 | 0 | 3 | 27 | -2.2
27 | 0.8 | -10 | . | . | .
28 | 2.6 | -16 | 9 | -29 | 4.4
29 | 4.5 | 14 | -6 | -26 | -0.7
30 | 1.8 | 8 | -3 | . | 1.1
31 | 0.3 | 0 | 4 | . | -2.3
32 | 6.3 | 24 | -6 | 18 | 0.2
33 | 3.2 | 5 | 0 | 9 | -2.6
34 | 4.8 | -15 | 3 | . | 3.1
35 | 5.4 | -27 | -1 | 19 | 1.5
36 | 0.5 | 0 | -7 | -31 | -3.2

An excerpt from above, reduced to AddAB inh, Tat export inh and PfHsp90 set2.
#	SMILES	AddAB inh	Tat export inh	PfHsp90 set2
2	O=C(COc1ccc(Br)cc1)Nc1ccc(C(=O)Nc2ccccc2C(=O)O)cc1	0.9	1	.
3	CC(NC(=O)c1ccc(CS(=O)(=O)Cc2ccccc2F)o1)c1ccc2c(c1)OCCO2 (centres undefined)	0.1	4	-10

Carrying on:
# | mol | Pemphigus Ab inh | PKA-R1A activ | Arrestin-AP2 inh | MOR-DOR inv ag | AddAB inh | E coli growth
37 | Cc1ccc2nc(SCC(=O)c3ccc(O)cc3O)[nH]c2c1 | 91 | 7 | 30 | 9 | 3.5 | -0.1
38 | CC[C@]12c3[nH]c4ccc(Cl)cc4c3CCN1C(=O)[C@@H](CC(=O)NCc1ccco1)C[C@@H]2C(=O)N1CCN(C(=O)C2CC2)CC1 | 99 | -6 | 37 | 15 | 1.1 | 0.7
39 | CN1CCN(NC(=O)c2ccc(Cl)c([N+](=O)[O-])c2)CC1 | . | 2 | -3 | 0 | 5.0 | -1.6
40 | Cc1ccc(/C=C2\SC(=S)N(CCC(=O)NNC(=O)c3ccccc3O)C2=O)cc1 | 105 | 7 | 31 | 10 | 2.2 | -0.5
41 | COc1ccc(NC(=S)N(Cc2ccccn2)Cc2ccccc2Cl)cc1 | 103 | 9 | 8 | 3 | -1.8 | -2.2
42 | N#CC1=C(N)NC(SCc2ccc(Cl)cc2)=C(C#N)C12CCCCC2 | 105 | -3 | 32 | 2 | 3.8 | 2.3
43 | CCOC(=O)N1CCN(C(=O)COc2ccc3c(c2)C(=O)CC(C)(C)O3)CC1 | 91 | 2 | 2 | 14 | -0.3 | -0.3
44 | O=C(COc1cccc2c1CCN(Cc1ccc(Br)cc1)C2=O)N1CCOCC1 | 98 | 0 | -6 | 9 | 1.9 | 2.4

# | phage Ecoli inh | SUMO Mot1 rescue | Tat export inh | PfHsp90 set2 | OPRM1-OPRD1 ag
37 | 1.2 | 9 | 1 | -48 | -1.8
38 | 0.4 | . | 0 | -7 | -3.1
39 | 0.6 | 0 | -4 | 10 | 0.0
40 | 0.3 | -2 | 3 | -13 | -1.9
41 | 0.5 | 13 | -2 | 24 | -0.7
42 | 5.8 | . | 0 | -27 | -0.3
43 | 2.0 | 329 | 0 | 5 | -2.7
44 | 0.0 | 0 | -2 | 5 | -2.0
